Nrf2 inh = inhibitors of Nrf2 signaling; A549 ARE-Fluc reporter, luciferase luminescence, 18-24 h; Potency, µM (titrated, usually from 46 µM), inactives show top-dose activity change, negative = inhibition, usual class: inhibitors; actives 2.1% (n = 360,000); further: potency means the concentration at half of the fitted maximal effect; on the % scale 0 is the no-effect control and ±100 the full control effect; nearly all actives have a fitted effect of over 60% in size
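In this cell-based qHTS, ARE-driven firefly luciferase in A549 cells reports Nrf2 activity; the luminescent signal after BugLite lysis is the measured value, with a prior CellTiter-Fluor read for cell health.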
pAkt inh = blocks phosphorylation of Akt; actives 0.32% (n = 360,000); Neuro2A IGF-stimulated pAkt S473 HTRF, 20 min; stronger effect = lower value; activity change, % for hits at 50 µM; AID 651550; in the data active means activity change below about -80%; inconclusive means mostly about -51% to -80%; further: on the % scale 0 is the no-effect control and ±100 the full control effect
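Neuro2A cells in DMEM with 0.5% FBS, overnight at 37 deg C, given compound at single 50 µM final, then IGF (6 nM final) for 20 min at 37 deg C. Lysed; phospho-Akt Ser473 by HTRF after 24 h, 665/615 ratio.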
CCT modulator = changes cytosolic chaperonin activity; purified chaperonin ATPase assay, HTRF ADP detection, 30 min; activity change, % (no concentration beside the values), hits read low; actives 0.3% (n = 360,000); in the data active means activity change below about -30%; further: on the % scale 0 is the no-effect control and ±100 the full control effect
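ATPase activity: ADP formed was measured by HTRF Transcreener (665/615 nm ratio) after 30 min at 37 deg C with 10 uM ATP. Compounds screened at one 76 uM concentration against 40 or 20 nM TRiC in Tris pH 7.4/KCl/MgCl2/DTT buffer.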
MmCpn inh = blocks the Methanococcus maripaludis chaperonin Mm-Cpn; purified Mm-Cpn ATPase, ADP Transcreener TR-FRET; Potency, µM (series often up to 76.9 µM), without a hit: at the top dose activity, negative = inhibition, usual class: inhibitors; actives 0.031% (n = 330,000); AID 504842; further: potency means the concentration at half of the fitted maximal effect; on the % scale 0 is the no-effect control and ±100 the full control effect; nearly all actives have a fitted effect of over 80% in size
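Quantitative HTS used 25 nM Mm-CPN and 10 uM ATP in magnesium/KCl Tris buffer, pH 7.4, with 1 mM DTT. Hydrolysis ran 30 min at 37°C; ADP was read by HTRF.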
Nrf2 ARE act = activators of Nrf2 (ARE) signaling | AREc32 ARE-luciferase reporter (MCF7-derived line), luminescence, 24 h | Potency, µM (highest dose often 46.1 µM), for inactives: at the highest dose activation, most hits filed as activators | actives 0.31% (n = 410,000) | AID 624171; further: potency means the concentration at half of the fitted maximal effect; % of control where 0% means no effect; nearly all actives have a fitted effect of over 65% in size
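ARE activation measured as luciferase luminescence (Steady-Glo, 30 min RT) in AREc32_Fluc cells after 24 hr compound exposure at 37 deg C, 5% CO2; cells seeded overnight at 1000/well in OPTI-MEM, 5% FBS.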
EPAC2 antag = EPAC2 (human) antagonism; Q8WZA2; EPAC2 GEF exchange of Rap1B-BODIPY-GDP, fluorescence; Potency, µM (titrated, usually from 114 µM), inactives show at the highest dose activity, negative = inhibition, hits mostly inhibitors; actives 0.18% (n = 360,000); AID 720708; further: potency means the concentration at half of the fitted maximal effect; on the % scale 0 is the no-effect control and ±100 the full control effect; nearly all actives have a fitted effect of over 45% in size; many of its hits are not listed in these tables
Target sequence (Q8WZA2 whole entry, looked up): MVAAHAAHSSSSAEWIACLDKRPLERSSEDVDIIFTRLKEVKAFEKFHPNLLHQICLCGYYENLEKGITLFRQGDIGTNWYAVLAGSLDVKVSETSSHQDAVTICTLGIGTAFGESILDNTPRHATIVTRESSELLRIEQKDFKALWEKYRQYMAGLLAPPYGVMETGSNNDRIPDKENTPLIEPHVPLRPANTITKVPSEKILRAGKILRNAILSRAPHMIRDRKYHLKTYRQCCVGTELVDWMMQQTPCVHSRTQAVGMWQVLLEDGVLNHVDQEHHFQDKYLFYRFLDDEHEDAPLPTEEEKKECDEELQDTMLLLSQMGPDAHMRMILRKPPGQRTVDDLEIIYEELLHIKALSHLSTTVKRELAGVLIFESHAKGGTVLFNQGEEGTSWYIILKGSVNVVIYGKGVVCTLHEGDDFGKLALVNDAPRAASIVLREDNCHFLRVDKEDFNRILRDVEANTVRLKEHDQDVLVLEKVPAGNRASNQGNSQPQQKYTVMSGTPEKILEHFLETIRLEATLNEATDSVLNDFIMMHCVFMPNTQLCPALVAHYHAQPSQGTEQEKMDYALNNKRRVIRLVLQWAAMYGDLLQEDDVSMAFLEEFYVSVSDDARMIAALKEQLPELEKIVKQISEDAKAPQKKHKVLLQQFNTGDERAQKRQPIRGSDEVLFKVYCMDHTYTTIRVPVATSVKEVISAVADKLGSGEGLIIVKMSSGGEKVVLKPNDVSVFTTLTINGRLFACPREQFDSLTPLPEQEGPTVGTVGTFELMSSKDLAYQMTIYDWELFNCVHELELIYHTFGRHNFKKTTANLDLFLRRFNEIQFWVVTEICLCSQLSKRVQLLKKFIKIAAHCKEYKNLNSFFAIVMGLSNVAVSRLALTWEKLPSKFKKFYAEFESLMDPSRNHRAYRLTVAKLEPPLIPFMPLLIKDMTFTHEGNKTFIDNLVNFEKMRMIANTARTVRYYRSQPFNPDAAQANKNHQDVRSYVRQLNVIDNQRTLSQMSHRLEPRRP
TGFb SMAD3 inh = TGF-b pathway inhibition | Potency, µM (series often up to 46.1 µM), for inactives: top-dose activity, negative = inhibition, hits mostly inhibitors | HepG2 CAGA-GFP TGF-b/SMAD3 reporter, GFP fluorescence, 18 h; TGF-beta stimulated, 500 pg/mL final | actives 1.2% (n = 410,000) | AID 588855; further: potency means the concentration at half of the fitted maximal effect; on the % scale 0 is the no-effect control and ±100 the full control effect; nearly all actives have a fitted effect of over 65% in size
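TGF-beta reporter screen: HEPG2 CAGA-GFP, 1% FBS, 500 pg/mL TGF-beta final, 18 h; per-cell GFP summed per well; curves fitted and categorized by class.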
EPAC2 ag = EPAC2 (human) agonism; Q8WZA2; EPAC2 activation, biochemical qHTS; response scale: 100% = 6.5 mM cAMP response; Potency, µM (titrated, usually from 154 µM), inactives show at the top dose activation, actives largely listed as activators; actives 0.079% (n = 360,000); AID 720711; further: potency means the concentration at half of the fitted maximal effect; nearly all actives have a fitted effect of over 50% in size
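Fluorescence exchange assay: 100 nM EPAC2 with 250 nM RAP1B-BODIPY-GDP and 50 uM GDP; compounds tested as a concentration-titration series (qHTS). Loss of Rap1-bound BODIPY-GDP fluorescence read at 480/540 nm; data normalized to 6.5 mM cAMP.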
A549 viability = A549 cytotoxicity, counter-screen for Nrf2 inhibitors; A549 ARE-Fluc cells, CellTiter-Fluor viability, 18-24 h; Potency, µM (series often up to 46 µM), inactives show at the highest dose activity change, negative = cytotoxicity, actives largely listed as inhibitors; actives 0.16% (n = 390,000); further: potency means the concentration at half of the fitted maximal effect; on the % scale 0 is the no-effect control and ±100 the full control effect
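A549 ARE-Fluc cells in 5% FBS OPTI-MEM, 5000 cells/well, rested 2 h then exposed to compounds in concentration-response for 18-24 h at 37 °C. Viability by CellTiter-Fluor fluorescence (Ex 405/Em 525) after 30 min; luciferase luminescence (BugLite, 15 min, RT) read afterwards.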
The depositor's hits bear a star; i = inactive; u = inconclusive; x = not tested or not shown; [ ] = another dose, or the depositor's remark. Unless noted, the call rests on the fitted dose curve; in most records, active means well fitted curve in the direction sought with a large enough effect; inconclusive means small, poorly fitted or top-dose-only effect, or another doubt; inactive means no such curve, though single readings can be large; an effect the other way counts as inactive or inconclusive. The list is partial; count on the stated rates, not on these rows.

SMILES	Nrf2 inh	pAkt inh	CCT modulator	MmCpn inh	Nrf2 ARE act	EPAC2 antag	TGFb SMAD3 inh	EPAC2 ag	A549 viability
COc1cc(OC)c(NC(=O)CCc2ccccc2)cc1Cl	3.9%	i	-0.4	-2.1%	3.6%	11.1%	-3.7%	8.6%	1.9%
COc1ccc2c(c1OC)C(=O)OC2Nc1nc(-c2ccc(-c3ccccc3)cc2)cs1 (configuration not stated)	u	i	2.3	-2.9%	26.5%	2.0%	7.08µM*	14.0%	1.3%
S=C(c1ccccc1)N1CCCC1	-12.4%	i	-0.6	-9.6%	-0.4%	-10.7%	-1.6%	3.8%	-1.5%
C[n+]1c2n(c3ccccc31)N=C(c1ccc(Br)cc1)CS2	u	i	-0.6	-4.3%	u	-0.4%	-18.6%	6.0%	-13.7%
CCOC(=O)N1CCN(C(=O)c2cn(C)c3ccc(S(=O)(=O)N4CCC(C)CC4)cc3c2=O)CC1	0.1%	i	-0.7	-0.4%	0.1%	5.7%	-0.9%	-5.4%	1.5%
COC(=O)c1c(C)[nH]c(C(=O)COC(=O)Cc2ccc3c(c2)OCCO3)c1C	6.8%	i	-0.5	3.1%	1.7%	8.5%	0.4%	2.6%	x
CCn1c(C(=O)N2CCC(C(=O)NCCc3ccc(OC)cc3OC)CC2)cc2sccc21	u	x	x	x	2.0%	x	u	x	0.6%
Cn1c(SCC(=O)Nc2ccc(F)cc2)nnc1-c1cccnc1	0.7%	i	-1.1	0.9%	-0.7%	-4.2%	-0.5%	5.2%	-1.3%
Cc1cc(S(=O)(=O)NCc2cccnc2)ccc1F	0.5%	i	-2.4	1.2%	-0.8%	5.2%	-2.2%	5.6%	-3.1%
COc1ccc(N2C(=O)C(C)C(Cc3ccc(C)cc3)C2=O)cc1 (configuration not stated)	4.9%	i	-2.2	-3.5%	-0.4%	3.3%	2.1%	-0.5%	-4.7%
COc1ccccc1N1CCN(c2nc3ccc(C(=O)c4ccccc4)cc3n3c(C)nnc23)CC1	20.9%	x	x	x	-1.4%	x	1.3%	x	7.3%
COc1ccccc1CCC(=O)Nc1ccc2c(c1)CN(Cc1ccc(CO)o1)CC2	-4.9%	i	-1.1	1.6%	9.1%	-2.6%	-4.5%	2.6%	8.2%
CCOc1ccccc1-n1nnnc1SCC(=O)NCC1(N2CCOCC2)CCCCC1	4.4%	i	2.3	-0.1%	-1.2%	-6.4%	-20.0%	-9.6%	-8.6%
COc1cccc(OCc2cc(C(=O)N3CCN(C(C)=O)CC3)no2)c1	-10.4%	i	0.7	-0.1%	6.1%	3.0%	-4.1%	6.9%	-2.4%
Cc1ccc(CNC(=O)CS(=O)(=O)Cc2nc(-c3ccc(C)cc3)oc2C)cc1	-16.8%	i	1.1	-3.4%	-0.2%	1.9%	-14.5%	-1.2%	5.1%
O=C(NCC1OCCc2ccccc21)c1ccc(NC(=O)c2ccc(Cl)cc2)cc1 (configuration not stated)	20.6µM*	i	-1.1	-1.3%	7.9%	-7.4%	u	-5.9%	u
CCOC(=O)Cc1c[nH]c2ccc([N+](=O)[O-])cc12	-4.4%	i	-2.8	x	2.7%	-23.1%	-2.0%	11.3%	3.2%
Cc1ccc(NC(=S)N/N=C/c2c(C)nn(-c3ccccc3)c2N2CCCC2)cc1	6.6%	i	2.3	0.3%	-0.9%	0.3%	-1.3%	5.7%	1.2%
CCOC(=O)c1c(/N=C/c2ccc(C)cc2O)sc2c1CCN(C)C2	2.9%	i	-2.2	-2.2%	0.1%	1.2%	-1.3%	10.5%	5.4%
O=C(NNS(=O)(=O)c1ccccc1Cl)C1COc2ccccc2O1 (configuration not stated)	-0.8%	i	-1.8	1.2%	-0.3%	-1.9%	-9.7%	-0.8%	0.3%
COC(=O)COc1ccc(S(=O)(=O)Nc2ccccc2C(=O)OC)cc1	-3.5%	i	-0.4	1.0%	-0.9%	-6.0%	-11.8%	7.6%	0.3%
Cc1cc(NC(=O)COn2nnc3ccc(Cl)cc32)no1	x	i	1.2	-2.2%	0.6%	5.6%	8.8%	-4.3%	-0.1%
O=C(Nc1cccc(Cl)c1)NC1CC2CCC1C2 (configuration not stated)	22.0%	i	-1.8	1.5%	3.2%	2.7%	-21.2%	6.8%	-1.9%
Cc1cc(C)n(-c2ccc(NC(=O)C3CCCCN3C(=O)c3ccc(C)s3)cc2)n1 (configuration not stated)	u	i	-0.1	-1.5%	2.0%	-0.9%	-28.5%	-4.5%	-8.9%
Cc1ccc(CNS(=O)(=O)c2ccc3c(c2)N(C)CCO3)cc1	u	i	0.7	0.4%	-1.5%	4.0%	0.8%	10.5%	-7.0%
CC(C)OCCCNC(=O)C1CCC(=O)N1C1CCCC1 (configuration not stated)	3.8%	i	-3.1	0.2%	-0.4%	10.5%	6.4%	-0.4%	1.2%
Cc1ccc2nc(N3CCOCC3)c3nncn3c2c1	4.6%	i	0.1	2.1%	0.1%	5.8%	-25.9%	3.3%	-4.5%
CC(=O)N(Cc1ccccc1)c1c(N)nc(N)[nH]c1=O	1.1%	i	-4.7	x	2.3%	-6.8%	28.5%	9.5%	8.8%
CCCc1ccc(Oc2cc(C)nc(N3CCOCC3)n2)cc1	12.1%	i	-5.1	0.5%	0.4%	-16.8%	u	10.4%	12.4%
COc1ccc(-c2c(C#Cc3ccsc3)c3cc(-c4ccc(CN5CCOCC5)cc4)ccc3n2C)cc1	0.0%	i	0.1	-10.0%	-0.8%	7.3%	-1.5%	-0.8%	1.9%

Already shown: 4 of the compounds above.
SMILES	Nrf2 inh	pAkt inh	CCT modulator	MmCpn inh	Nrf2 ARE act	EPAC2 antag	TGFb SMAD3 inh	EPAC2 ag	A549 viability
Cc1ccc2nc(N3CCOCC3)c3nncn3c2c1	4.6%	i	0.1	2.1%	0.1%	5.8%	-25.9%	3.3%	-4.5%
CC(=O)N(Cc1ccccc1)c1c(N)nc(N)[nH]c1=O	1.1%	i	-4.7	x	2.3%	-6.8%	28.5%	9.5%	8.8%
CCCc1ccc(Oc2cc(C)nc(N3CCOCC3)n2)cc1	12.1%	i	-5.1	0.5%	0.4%	-16.8%	u	10.4%	12.4%
COc1ccc(-c2c(C#Cc3ccsc3)c3cc(-c4ccc(CN5CCOCC5)cc4)ccc3n2C)cc1	0.0%	i	0.1	-10.0%	-0.8%	7.3%	-1.5%	-0.8%	1.9%

Structures listed above shown as hits in TGFb SMAD3 inh:
SMILES	Nrf2 inh	pAkt inh	CCT modulator	MmCpn inh	EPAC2 antag	TGFb SMAD3 inh
COc1ccc2c(c1OC)C(=O)OC2Nc1nc(-c2ccc(-c3ccccc3)cc2)cs1 (configuration not stated)	u	i	2.3	-2.9%	2.0%	7.08µM*

Remaining list, next part
SMILES	Nrf2 inh	pAkt inh	CCT modulator	MmCpn inh	Nrf2 ARE act	EPAC2 antag	TGFb SMAD3 inh	EPAC2 ag	A549 viability
COc1cc(NC(=O)c2ccccc2)c(OC)cc1NC(=O)CN1C(=O)NC2(CCCCC2)C1=O	-5.3%	i	-0.2	1.1%	2.6%	-6.6%	-5.3%	-2.6%	-14.4%
COc1cccc(NC(=O)CS(=O)(=O)c2cccc3nsnc23)c1	2.4%	i	-3.4	2.9%	0.2%	1.9%	1.7%	-0.4%	0.2%
CCOc1ccc(/C=N/Nc2ccccc2)cc1	19.0%	i	0.6	-0.9%	6.2%	6.9%	-5.4%	-4.2%	-1.8%
COc1ccc(-c2nn(-c3ccccc3)cc2/C=C2/SC(=S)N(CCCC(=O)O)C2=O)c(C)c1	u	i	-3.0	-0.5%	-1.7%[9.22 µM]	3.2%	u	1.6%	u
COCCNC(=O)C(C)OC(=O)c1cc2occc2n1C (configuration not stated)	-26.5%	i	-11.5	-2.1%	5.5%	-0.5%	-7.8%	8.4%	0.3%
O=C(CCC(=O)Nc1nnc(C2CCCCC2)s1)Nc1ccc(F)cc1	4.6%	i	-2.4	-3.5%	-0.8%	-6.3%	8.9%	-7.1%	-3.0%
Cn1cccc1/C=N\NC(=O)C1COc2ccc(C(C)(C)C)cc2O1 (configuration not stated)	18.6%	x	-0.5	-3.4%	3.7%	-18.4%	-18.6%	-0.2%	1.3%
CCOC(=O)c1ccccc1NC(=O)c1cn(CC)c2nc(C)ccc2c1=O	4.5%	i	-2.0	-0.2%	-0.3%	5.5%	5.2%	4.4%	0.9%
COc1cccc(NC(=O)C(NCCC(C)C)c2ccccc2)c1 (configuration not stated)	-0.5%	i	-4.2	2.0%	5.4%	-3.1%	12.6µM*	9.0%	-1.2%
COc1cccc(-c2nnc(SCC(=O)Nc3cc(C)ccc3OC)n2N)c1	5.9%	-118.9%*	-4.5	-1.2%	0.1%	-1.4%	2.0%	8.2%	-0.3%
C#CCN(C[C@H]1[C@H](OC(=O)NC2CCCC2)[C@H](OC(=O)NC2CCCC2)C[C@H]2C(=O)N(c3ccccc3)C(=O)[C@@H]12)S(=O)(=O)c1ccc(C)cc1	x	i	0.5	x	0.8%	8.9%	1.4%	-2.0%	x
COc1ccc(Nc2nc(N)nc(SCc3nnc(C)s3)n2)cc1	14.3%	i	-11.5	-0.8%	6.1%	-2.2%	-6.8%	1.6%	-21.7%

Bioassay records: PubChem, National Center for Advancing Translational Sciences (NCATS)
